Assay outcomes: PubChem, National Center for Advancing Translational Sciences (NCATS)
TrxR1 inh – qHTS Assay for Inhibitors of Mammalian Selenoprotein Thioredoxin Reductase 1 (TrxR1): qHTS | Thioredoxin reductase 1, cytoplasmic (Rattus norvegicus), O89049 | recombinant rTrxR1, NADPH fluorescence consumption, selenite substrate | Potency, µM (highest dose often 114 µM), for the others: at the highest dose activity change, negative = inhibition, actives largely listed as inhibitors | 390,000 tested, 1% active | AID 588453, 2011; note: potency is the fitted concentration of half-maximal effect; % is set by controls: 0 for no effect and ±100 for the full control effect; nearly all actives have a fitted effect of over 65% in size
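Rat TrxR1 (90 nM in the dispensed reagent) was pre-reduced with 400 uM NADPH for 5 min at room temperature, then incubated with compound for 15 min. After 400 uM selenite was added, NADPH fluorescence (Ex 340/Em 450 nm) was followed for 8 min.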
Pin1 inh – qHTS Assay to Find Inhibitors of Pin1. 390,000 tested, 0.009% active. Pin1 FP peptide displacement, HiFluor488, 10 min. Potency, µM (titrated, usually from 115 µM), without a hit: at the highest dose activity, negative = inhibition, usual class: inhibitors. Peptidyl-prolyl cis-trans isomerase NIMA-interacting 1 (Homo sapiens), Q13526. AID 504891, 2011; active = well fitted inhibition curve with a large enough effect in the polarisation, with a control signal flat, not every such curve was filed as active; inconclusive = small, poorly fitted or top-dose-only effect, or effect the other way, or a change in a side signal; inactive = no such curve, though single readings can be large or run the other way; the % refers to the polarisation; note: potency is the fitted concentration of half-maximal effect; % is set by controls: 0 for no effect and ±100 for the full control effect
Target sequence (Q13526 whole entry, looked up): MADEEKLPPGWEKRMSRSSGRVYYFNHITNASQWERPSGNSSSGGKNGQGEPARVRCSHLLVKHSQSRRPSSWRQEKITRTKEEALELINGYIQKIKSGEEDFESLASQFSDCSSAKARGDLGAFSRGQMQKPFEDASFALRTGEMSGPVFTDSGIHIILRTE
mIDH1 inhibitor – qHTS for Inhibitors of mutant isocitrate dehydrogenase 1 (IDH1): qHTS. Isocitrate dehydrogenase [NADP] cytoplasmic (Homo sapiens), O75874. IDH1-R132H enzyme, NADPH consumption, diaphorase/resazurin fluorescence. Potency, µM (titrated, usually from 76.6 µM), without a hit: top-dose activity change, negative = inhibition, actives largely listed as inhibitors. 390,000 tested, 0.093% active; note: potency is the fitted concentration of half-maximal effect; % is set by controls: 0 for no effect and ±100 for the full control effect; nearly all actives have a fitted effect of over 65% in size
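IDH1-R132H (0.5 ug/mL dispensed) in pH 7.5 Tris buffer was preincubated 30 min with compound, then given a substrate mix of 0.016 mM NADPH and 2 mM alpha-KG for 80 min at room temperature; remaining NADPH was read by diaphorase/resazurin fluorescence.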
D2 antag – HTS Assay for Allosteric Antagonists of the Human D2 Dopamine Receptor: Primary Screen for Antagonists | D(2) dopamine receptor (Homo sapiens), P14416 | HEK293 TREx D2 cells, calcium flux, dopamine EC80 | inhibition, % at 10 µM | 340,000 tested, 2% active; in the data active = inhibition above about 30%; note: 0% is about no effect
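In this primary screen, negative modulation is detected by tracking calcium flux after an EC80 dopamine challenge in inducible HEK293 T-REx D2 cells preexposed to test compound for 180 s.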
TRHR agonist – qHTS for Small Molecule Agonists and Allosteric Enhancers of Human TRH Receptor: Primary Screen for Agonists. Thyrotropin-releasing hormone receptor (Homo sapiens), P34981. TRHR cells, calcium flux fluo-8, FDSS agonist mode. activation, % at 2 µM. 360,000 tested, 0.18% active; in the data active = activation above about 30%; note: 0% is about no effect
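TRHR-expressing cells loaded with fluo-8 calcium dye; 23 nL library compound pin-transferred, kinetic FDSS fluorescence (Ex 480/Em 530) recorded about 180 s for agonist-induced calcium release, before a 10 nM TRH EC20 addition for potentiator mode.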
USP1 inh – Inhibitors of USP1/UAF1: Primary Screen; Ubiquitin carboxyl-terminal hydrolase 1 (Homo sapiens), O94782; recombinant USP1/UAF1, Ub-Rhodamine cleavage fluorescence; Potency, µM (titrated, usually from 57.1 µM), without a hit: top-dose activity change, negative = inhibition, usual class: inhibitors; 390,000 tested, 0.23% active; note: potency is the fitted concentration of half-maximal effect; % is set by controls: 0 for no effect and ±100 for the full control effect; nearly all actives have a fitted effect of over 60% in size; inactives centre near -12
Target sequence (O94782 whole entry, looked up): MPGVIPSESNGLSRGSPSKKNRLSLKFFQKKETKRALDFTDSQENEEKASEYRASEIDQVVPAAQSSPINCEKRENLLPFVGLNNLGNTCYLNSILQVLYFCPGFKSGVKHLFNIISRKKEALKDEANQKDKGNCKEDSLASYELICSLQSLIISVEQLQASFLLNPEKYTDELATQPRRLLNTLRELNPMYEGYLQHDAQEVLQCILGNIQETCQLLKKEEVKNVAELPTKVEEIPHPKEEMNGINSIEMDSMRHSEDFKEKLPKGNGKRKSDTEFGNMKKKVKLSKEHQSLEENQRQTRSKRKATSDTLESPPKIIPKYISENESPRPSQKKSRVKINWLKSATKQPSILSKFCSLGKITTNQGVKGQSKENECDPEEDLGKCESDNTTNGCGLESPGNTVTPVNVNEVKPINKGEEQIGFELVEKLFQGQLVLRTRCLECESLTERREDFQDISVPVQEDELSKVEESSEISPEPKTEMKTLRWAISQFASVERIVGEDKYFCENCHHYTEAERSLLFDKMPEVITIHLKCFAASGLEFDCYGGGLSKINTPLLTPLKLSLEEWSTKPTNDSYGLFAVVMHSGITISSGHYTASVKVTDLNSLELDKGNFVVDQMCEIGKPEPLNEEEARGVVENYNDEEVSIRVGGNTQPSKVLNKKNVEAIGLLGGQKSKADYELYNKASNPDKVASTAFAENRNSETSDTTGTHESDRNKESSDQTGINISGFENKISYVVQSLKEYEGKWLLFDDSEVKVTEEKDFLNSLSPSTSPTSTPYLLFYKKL
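High-throughput fluorogenic screen: 1nM USP1/UAF1 complex, Ub-Rho substrate 150nM final, 50mM HEPES pH 7.8 with 0.5mM EDTA, 0.1 mg/ml BSA, 1mM TCEP and 0.01% Tween-20.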
D2 ag – HTS Assay for Allosteric Agonists of the Human D2 Dopamine Receptor: Primary Screen for Agonists; D(2) dopamine receptor (Homo sapiens), P14416; HEK293 T-REx D2 cells, calcium flux agonist mode; activation, % at 2 µM; 340,000 tested, 0.53% active;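 active = activation over 3 SD above normal in the single-dose calcium agonist read, cut at about 30% in these data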; note: 0% is about no effect
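HEK293 Trex D2 cells, tetracycline-induced, o/n 30 C 5% CO2; no-wash Ca dye, RT 30–90 min; 10-cycle baseline, 23 nl cpd added, kinetic Ca read 180 s; agonist hits = positive Ca response.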
TRHR enhancer – qHTS for Small Molecule Agonists and Allosteric Enhancers of Human TRH Receptor: Primary Screen for Enhancers; TRHR cells, fluo-8 calcium fluorescence, EC20 TRH enhancement; 360,000 tested, 0.66% active; enhancement, % at 2 µM; Thyrotropin-releasing hormone receptor (Homo sapiens), P34981; in the data active = enhancement above about 30%; note: 0% is about no effect
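TRHR-expressing cells loaded with fluo-8 calcium dye were read kinetically (ex 480/em 530) during compound addition, then stimulated with an EC20 of TRH (10 nM final). Enhancement of the Gq-mediated intracellular calcium response was scored.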
TrxR1 substrate – qHTS Assay for Substrates of Mammalian Selenoprotein Thioredoxin Reductase 1 (TrxR1): qHTS. AID 588456, 2011. Potency, µM (top dose mostly 114 µM), inactives show top-dose activity change, negative = substrate turnover. purified TrxR1 substrate turnover, NADPH consumption readout. 390,000 tested, 0.01% active; note: potency is the fitted concentration of half-maximal effect; % is set by controls: 0 for no effect and ±100 for the full control effect; nearly all actives have a fitted effect of over 50% in size
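Rat TrxR1, dispensed at 90 nM, was prereduced with 400 uM NADPH (final) for 5 min at ~22 deg C, then incubated with compound 15 min before 400 uM selenite. A first-read NADPH fluorescence drop versus no-compound background flagged substrates.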
* hit, by the source's call; u = inconclusive; x = not tested or not shown; [ ] = remark or other dose. Unless noted, calls come from the whole dose curve; as a rule, active = well fitted inhibition curve with a large enough effect; inconclusive = small, poorly fitted or top-dose-only effect; inactive = no such curve, though single readings can be large or run the other way.

Order of values: TrxR1 inh	Pin1 inh	mIDH1 inhibitor	D2 antag	TRHR agonist	USP1 inh	D2 ag	TRHR enhancer	TrxR1 substrate
- COc1ccc(C(=O)NCc2cn3cccc(C)c3n2)cc1OC
→ 11%[57.1 µM]	-1%	5%	0	-0.3	-15%	-0.7	4	-5%[57.1 µM]
- Cc1nn(-c2ccccc2)c2sc(C(=O)Nc3cccc(O)c3)cc12
→ 10%	3%	-6%	x	0.5	u	-0.8	10	-3%
- COc1ccccc1C(=O)NC(=O)COC(=O)c1nc2nc(C)cc(C)n2n1
→ 5%	-12%	1%	-10	0.0	-9%	0.1	-2	2%
- COc1ccc(C2CC(=O)c3cnc(NC(=O)c4ccccc4OC)nc3C2)c(OC)c1 (centres undefined)
→ 1%	31%[activator]	4%	-12	0.0	1%	-0.6	-2	-6%
- Cc1ccc(/C=C/S(=O)(=O)NCC(=O)OCC(=O)NCc2ccccc2)cc1
→ -6%	-6%	12%	-4	-0.3	-19%	-0.4	12	-6%
- NC(=O)c1cc(C(=O)c2ccccc2Cl)c[nH]1
→ 7%[11.4 µM]	u	20%	5	0.7	-1%	-0.3	1	7%[57.1 µM]
- c1ccc2c(OCCCCN3CCCC3)cccc2c1
→ 12%	5%	0%	x	-0.1	-15%	x	-2	11%[2.29 µM]
- CCCCCC1CC(CC(=O)Nc2ccc([N+](=O)[O-])cc2)C(=O)O1 (centres undefined)
→ 15%	-2%	4%	-12	1.1	-23%	-0.1	4	-10%
- CCC1CCCCN1C(=O)CN1C(=O)CSC1=O (centres undefined)
→ 15%	-8%	10%	-4	-1.0	-10%	0.3	8	7%
- COc1ccccc1N1CCN(S(=O)(=O)CCNC(=O)C2CC2)CC1
→ -1%[57.1 µM]	0%	-4%	2	0.1	-9%	-0.4	-1	-1%[57.1 µM]
- CC1=C(C(=O)Nc2cccc(C(F)(F)F)c2)C2(CCCCC2)OC1=O
→ 23%	u	x	x	0.7	-15%	0.6	-4	-3%
- O=C(CCSc1ccccc1)NCCN1CCOCC1
→ 43%[activator]	-5%	14%	-7	0.1	-10%	0.9	1	15%
- O=C(Cn1ncc2c3ccccc3n(Cc3ccc(Cl)cc3)c2c1=O)NCc1ccccn1
→ -1%	u	-14%	x	-0.7	-20%	-0.2	14	6%
- O=C(C1CCC(=O)N1C1CCCCC1)N1CCN(c2ccc(F)cc2)CC1 (centres undefined)
→ 21%	-1%	2%	-20	0.6	-3%	0.2	2	11%
- CCOc1ccc(S(=O)(=O)N(CC(=O)O)c2ccccc2)cc1
→ 3%[57.1 µM]	-1%	-4%	1	-0.6	-9%	0.4	6	2%[57.1 µM]
- NCC(=O)Nc1ccc(Cl)cc1C(=O)c1ccc[nH]1
→ 7%[2.29 µM]	6%	10%	-10	-1.8	-14%	-2.0	8	17%[57.1 µM]
- Nc1c(-c2ccccc2)c(CN2CCOCC2)nn1-c1ccc(C(=O)O)cc1
→ 2%	1%	0%	-8	0.2	-14%	0.8	3	-2%
- CCCCCOC(=O)CSc1n[nH]c(=O)[nH]c1=O
→ -4%	-1%	0%	-7	0.6	6%	0.7	2	-2%
- O=C(Nc1ccc(C(=O)Oc2ccccc2)c(O)c1)c1ccccc1
→ 26%	0%	-10%	-11	0.0	-15%	0.1	-2	5%
- O=C(CSc1nncc2ccccc12)N1CCCCC1
→ 6%	-7%	-4%	14	-0.2	-7%	-0.3	-7	-2%
- CCOc1ccc(CCNC(=O)c2nn(-c3ccc(OC)cc3)c(=O)c3c2c2ccccc2n3C)cc1OCC
→ 17%	0%	x	x	0.6	-19%	0.1	3	21%
- CC(C)CCNC(=O)C1(O)c2ccccc2NC(=O)N1c1ccc(Cl)cc1 (centres undefined)
→ -22%	-5%	0%	-15	0.8	-6%	-1.0	11	-12%
- COc1ccc(C(=O)c2sc(Nc3cc(Cl)ccc3C)nc2N)cc1OC
→ 19%[57.1 µM]	32%[activator]	-21%	x	-0.2	-24%	1.3	3	5%[57.1 µM]
- CCOC(=O)c1c(NC(C)=O)c2c3c(sc2n1Cc1cccc(Cl)c1)CCCC3
→ 13%	10%	x	x	0.0	-23%	-0.4	1	2%
- COc1ccc(C(=O)O/N=C(/C)c2cccs2)cc1
→ 24%[57.1 µM]	0%	6%	-14	-0.2	-12%	-0.7	0	-1%[57.1 µM]
- COc1cccc(NC(=S)N2CCN(C/C=C/c3ccccc3)CC2)c1
→ -1%	-15%	10%	-19	-0.8	-13%	0.8	1	1%
- Cc1ccc(CNC(=O)CO/N=C/c2ccc3c(c2)OCO3)cc1
→ 0%	5%	-3%	19	-0.4	-20%	-0.5	0	-1%
- O=C(O)CSc1nnc(Nc2ccccc2)n1-c1ccccc1
→ 15%[57.1 µM]	-1%	2%	2	0.1	-16%	-3.5	4	9%[57.1 µM]
- COc1cc(OC)c(C(=O)Oc2ccc3c(c2)OCO3)cc1OC
→ 15%[57.1 µM]	-6%	2%	30*	-0.2	-26%	0.0	-2	11%[57.1 µM]
- O=S(Cc1ccc(Cl)cc1)c1ncc(CO)n1Cc1ccccc1 (centres undefined)
→ 0%	-3%	5%	8	0.4	-18%	1.2	-1	-5%[57.1 µM]
- COc1ccc(NC(=O)Cc2ccc(C)c(C)c2)cc1Cl
→ 22%[57.1 µM]	1%	-2%	6	0.6	-10%	0.5	5	2%[57.1 µM]
- Cc1ccccc1NC(=O)CCCSc1nc2ccccc2s1
→ -15%	11%	11%	5	0.0	-23%	0.2	-4	-4%
- COC(=O)c1[nH]c2ccccc2c1NC(=O)CN1CC(C)OC(C)C1 (centres undefined)
→ -14%	-1%	12%	-13	4.4	-26%	0.2	0	-5%[57.1 µM]
- CC12CCC(=O)N1C(C(=O)OCC(=O)Nc1cccc(S(=O)(=O)N3CCCCCC3)c1)CS2 (centres undefined)
→ 1%	5%	2%	6	0.3	-16%	-1.6	3	-4%
- O=C1C(=O)N(CCCn2ccnc2)C(c2ccc([N+](=O)[O-])cc2)/C1=C(\O)c1ccc2c(c1)OCCO2 (centres undefined)
→ u	-4%	-4%	12	0.6	2%	-0.1	14	-19%
- COc1cc(NC(=O)c2ccc(Cl)cc2Cl)ccc1NC(=O)c1cccs1
→ 17%	-5%	-7%	-10	-0.1	-9%	-0.5	20	10%
- Cc1cc(NC(=O)c2ccccc2F)n(-c2nc3ccccc3[nH]2)n1
→ 16%	-2%	-1%	9	0.2	-17%	0.2	-6	18%
- Cc1ccc(N=Cc2cc3c(cc2O)OC(N)=C(C#N)C3c2ccccc2)cc1 (centres undefined)
→ -7%	u	-3%	23	0.4	-16%	1.3	-2	-4%
- CCOC(=O)C1=C(N)Oc2cc(O)ccc2C1c1cccnc1 (centres undefined)
→ -19%	-5%	9%	9	0.1	-5%	-1.2	10	-4%
- Cc1ccc2[nH]c(C(=O)N3CCCCC3)cc2c1
→ 20%	-12%	0%	-6	-0.3	-14%	0.8	3	-1%[57.1 µM]
- O=C(/C=C/c1ccccc1)Oc1ccccc1C(=S)N1CCOCC1
→ 24%	-2%	2%	0	-0.8	-15%	-0.5	-3	-3%
- CC(=O)NC1CCCN(O)C(=O)/C=C(\C)CCOC(=O)C(NC(C)=O)CCCN(O)C(=O)/C=C(\C)CCOC(=O)C(NC(C)=O)CCCN(O)C(=O)/C=C(\C)CCOC1=O (centres undefined)
→ -8%	u	-3%	-12	0.4	-26%	-0.1	36*	3%
- Cc1cc2ccccn2c1C(=O)Nc1ccc(Cl)cc1
→ 0%	2%	0%	0	0.5	-13%	2.8	1	0%
- CCOC(=O)CC(NC(=O)c1cc2cccc(OC)c2oc1=O)c1cccc([N+](=O)[O-])c1 (centres undefined)
→ 10%[57.1 µM]	3%	3%	6	0.4	-7%	12	3	-22%[57.1 µM]
- O=C(c1ccccc1-c1ncc[nH]1)N1CCc2c([nH]c3ccccc23)C1c1ccccn1 (centres undefined)
→ -1%[57.1 µM]	-4%	-18%	-7	-1.1	-1%	-0.9	-2	-3%[57.1 µM]
- Cc1nccn1CCCNC(=O)c1nc(Cn2cc([N+](=O)[O-])cn2)no1
→ 37%[activator][57.1 µM]	2%	0%	-5	1.0	-20%	2.0	9	13%[57.1 µM]
- Cc1ccc(Cn2c(C)nc3ccc([N+](=O)[O-])cc3c2=O)cc1
→ 14%	7%	-10%	6	0.3	-9%	-1.4	-11	-8%
- CCn1nnnc1NC(=O)c1cccc(OC)c1
→ 33%[activator][57.1 µM]	-1%	0%	-3	1.6	-4%	-0.7	-1	14%[57.1 µM]
- Cc1cc(C)c2c(NC(=S)NC(=O)c3ccccc3)nn(C)c2n1
→ 11%[57.1 µM]	1%	-2%	-8	0.1	-1%	-0.2	5	4%[57.1 µM]
- CCCCCCCCSc1nnc(/N=C/N(C)C)s1
→ 33%[57.1 µM]	-4%	0%	x	-0.4	5%	x	5	1%[57.1 µM]

Some of the compounds tested. The share of hits here may be higher or lower than overall.
